S1P2 ag: activates the human S1P2 receptor; S1P2-expressing cell line, agonist reporter read-out; activation, % at 4.5 µM; actives 0.46% (n = 97,000); in the data active = activation above about 16%;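 also: 0% = vehicle low control and 100% = maximal reference agonist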
Target sequence (O95136 whole entry, looked up): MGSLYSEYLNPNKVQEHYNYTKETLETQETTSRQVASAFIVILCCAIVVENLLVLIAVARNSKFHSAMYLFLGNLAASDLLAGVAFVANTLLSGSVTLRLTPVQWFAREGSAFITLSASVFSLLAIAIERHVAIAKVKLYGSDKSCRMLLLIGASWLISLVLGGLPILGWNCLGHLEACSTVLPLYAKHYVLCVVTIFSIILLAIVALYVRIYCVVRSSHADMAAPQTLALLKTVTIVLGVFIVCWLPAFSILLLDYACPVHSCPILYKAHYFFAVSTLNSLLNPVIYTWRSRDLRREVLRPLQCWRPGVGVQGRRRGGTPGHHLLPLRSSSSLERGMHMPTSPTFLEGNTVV
PLK1 inh: blocks human PLK1 kinase activity; recombinant PLK1 kinase, TR-FRET peptide phosphorylation; actives 0.53% (n = 97,000); inhibition, % at 10 µM;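 active = inhibition of 50% or more in the single-concentration screen; inactive = inhibition below 50%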;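 also: 0% = DMSO max control and 100% = H-89 dihydrochloride min control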
Target sequence (P53350 whole entry, looked up): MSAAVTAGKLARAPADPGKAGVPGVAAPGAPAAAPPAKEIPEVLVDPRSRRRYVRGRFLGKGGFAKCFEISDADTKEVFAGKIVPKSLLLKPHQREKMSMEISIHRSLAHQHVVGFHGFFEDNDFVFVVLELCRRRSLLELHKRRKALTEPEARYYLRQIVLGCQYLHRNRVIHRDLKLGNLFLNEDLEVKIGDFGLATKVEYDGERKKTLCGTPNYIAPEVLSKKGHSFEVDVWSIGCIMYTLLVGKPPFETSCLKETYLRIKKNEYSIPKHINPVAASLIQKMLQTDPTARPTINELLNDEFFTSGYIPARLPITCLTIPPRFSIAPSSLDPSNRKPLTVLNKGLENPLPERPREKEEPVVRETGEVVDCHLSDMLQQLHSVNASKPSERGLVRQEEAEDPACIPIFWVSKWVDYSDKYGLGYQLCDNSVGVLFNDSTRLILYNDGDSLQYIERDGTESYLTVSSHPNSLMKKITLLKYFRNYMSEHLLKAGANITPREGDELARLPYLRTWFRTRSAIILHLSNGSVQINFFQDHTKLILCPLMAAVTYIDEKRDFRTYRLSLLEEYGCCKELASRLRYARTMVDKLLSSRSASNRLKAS
PLAP act: human PLAP activation; P05187; purified PLAP enzyme, luminescent substrate read-out; stronger effect = higher value; activation fold at 20 µM; actives 1.2% (n = 96,000); in the data active = activation fold above about 2
MT1-MMP txn act: MT1-MMP promoter transcription activation. HT1080 MT1-MMP promoter luciferase reporter, luminescence, overnight; stronger effect = higher value. actives 0.16% (n = 86,000). activation factor at 10 µM;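 active = activation factor of at least 2 for MT1-MMP transcription at 10 µM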
Rev-RRE block: inhibitors of HIV-1 Rev-RRE RNA interaction | actives 0.79% (n = 97,000) | Rev peptide-RRE RNA binding, FRET | P05866 | inhibition, % at 8 µM;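 active = inhibition above the screen-wide mean plus 3 SD, cut at about 35% in these data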;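 also: 0% = median DMSO wells and 100% = median Neomycin B control wells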
Target sequence (P05866 whole entry, looked up): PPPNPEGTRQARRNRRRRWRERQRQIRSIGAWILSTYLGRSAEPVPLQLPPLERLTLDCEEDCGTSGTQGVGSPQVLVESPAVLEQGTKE
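Test system – labelled RRE RNA duplex and labelled Rev peptide · Signal – fluorescein-to-Cy5 FRET, 480 nm excitation · Evaluation – % inhibition of FRET ratio versus controls · Benchmarks – DMSO low control, neomycin B high control · Incubation – 5 min RNA-compound premix plus 15 min binding step, 25 °C · Medium – HEPES pH 7.5 salt buffer with EDTA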
S1P2 antag: antagonists of human S1P2 receptor; inhibition, % at 5 µM; AID 736; cell-based S1P2 antagonist assay, inhibition at 5 uM; actives 0.21% (n = 97,000); O95136; in the data active = inhibition above about 45%;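 also: CRE beta-lactamase reporter cells expressing human S1P2 stimulated with S1P; 0% = agonist at EC80 alone and 100% = agonist plus reference antagonist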
PLK1 PBD inh: inhibitors of human Plk1 polo box domain binding; inhibition, %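 (tested at about 20 µM)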; actives 0.13% (n = 97,000); AID 693; Plk1 PBD phosphopeptide binding, fluorescence polarization; in the data active = inhibition above about 34%, passing the limit was not always enough
EphB4 antag: EphB4-ephrin-B2 interaction antagonism | AID 720 | inhibition, % at 7 µM | actives 0.15% (n = 97,000) | P54760 | EphB4 LBD / TNYL-RAW-Alexa532 peptide, fluorescence polarization;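 active = inhibition above the screen-wide mean inhibition plus 3 SD, cut at about 15% in these data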;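 also: 0% = DMSO wells and 100% = excess unlabeled TNYL-RAW peptide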
FAK blocker: inhibitors of human focal adhesion kinase | biochemical FAK kinase activity assay | inhibition, %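 (tested at 7 µM)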 | actives 0.84% (n = 97,000); in the data active = inhibition above about 19%;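 also: 0% = DMSO and 100% = reference compound high control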
An asterisk follows results filed as active; x = not tested or not shown.

SMILES	S1P2 ag	PLK1 inh	PLAP act	MT1-MMP txn act	Rev-RRE block	S1P2 antag	PLK1 PBD inh	EphB4 antag	FAK blocker
CCCC(=O)NC(Nc1ccc(S(=O)(=O)Nc2ncccn2)cc1)(C(=O)OCC)C(F)(F)F (stereo unspecified)	-3	-8	1.1	1.1	6	7	14	3	-2
CC(C)c1ccc(N(CC(=O)O)S(=O)(=O)c2cccnc2)cc1	-5	-3	1	1	10	26	23	3	3
CCS(=O)(=O)NCc1ccc2c(c1)cc(C)n2C	-4	-3	1.2	x	8	10	10	1	1
COc1cc(NC(=O)c2ccc3c(=O)n(Cc4ccco4)c(=S)[nH]c3c2)cc(OC)c1OC	-1	-6	1.1	1	3	20	-3	-4	-1
Cc1ccc(-c2nc(CSCC(=O)N3CCCC3)c(C)o2)cc1	-4	-3	1.1	1	-3	1	3	-1	0
Cc1[nH]nc(-c2ccc(O)c(C)c2O)c1Oc1ccccc1	-5	3	0.5	1	1	-10	8	2	1
Cc1ccc(S(=O)(=O)CNC(=O)c2ccccc2)cc1	-4	1	0.9	1.1	7	1	-6	-6	-8
C/C(=N/NC(=O)CNc1ccc(C)cc1)c1ccc(Cl)cc1	-6	1	1	x	1	-4	-13	-4	3
O=C(Nc1ccc(-n2ccnc2P(=O)(O)c2ccccc2)cc1)c1ccccc1Cl	-2	-11	1.9	x	2	-12	-19	1	-2
CCCc1cc(=O)[nH]c(SCC(=O)c2cc(C)n(C(C)COC)c2C)n1 (stereo unspecified)	-4	-7	x	1.1	8	3	1	0	-8
O=c1nc2n(c3ccc(Br)cc13)CCS2	-1	-20	x	1.3	3	0	-6	-2	0
Cc1cc(NC(=O)CSc2nc3ccccc3n2CC(=O)N2CCCCC2)no1	-2	-12	1.2	1.2	-5	-15	-33	4	-1

Given with bars between the fields: part of the list above.
molecule | S1P2 ag | PLK1 inh | PLAP act | MT1-MMP txn act | Rev-RRE block | S1P2 antag | PLK1 PBD inh | EphB4 antag | FAK blocker
CC(C)c1ccc(N(CC(=O)O)S(=O)(=O)c2cccnc2)cc1 | -5 | -3 | 1 | 1 | 10 | 26 | 23 | 3 | 3
CCS(=O)(=O)NCc1ccc2c(c1)cc(C)n2C | -4 | -3 | 1.2 | x | 8 | 10 | 10 | 1 | 1

The listing continues.
SMILES	S1P2 ag	PLK1 inh	PLAP act	MT1-MMP txn act	Rev-RRE block	S1P2 antag	PLK1 PBD inh	EphB4 antag	FAK blocker
COc1ccc(N=C2SC(CC(=O)Nc3ccccc3)C(=O)N2CC2CCCO2)cc1 (stereo unspecified)	-4	-12	1.2	1.2	17	16	12	0	-2
Nc1ncc(Br)cc1S(=O)(=O)NCCC(=O)Nc1cccc(Cl)c1	-9	2	0.8	x	2	-2	-25	-2	6
CC1C(=O)CC(c2ccco2)NC1c1ccco1 (stereo unspecified)	-2	-7	1.1	x	4	-10	-24	9	-2
Cc1cc2ccccc2c(=O)n1CC(=O)NCC(=O)N1CCCC1	-2	-2	0.8	1.2	3	9	12	3	-2
Cc1cc(C)cc(N(CC(=O)N2CCC(C)CC2)S(C)(=O)=O)c1	-1	-10	1	1.1	-3	-1	-1	3	0
CN(CC(=O)NCCCN1CCOCC1)S(=O)(=O)c1ccc(Br)cc1	-4	-12	1.4	1.1	3	-5	-14	-2	0
Cc1nc2ccccc2c(=O)n1CCCn1ccnc1	0	-4	0.9	1.2	4	7	17	0	0
COc1ccc(OC)c(NC(=S)NCCC(c2ccccc2)c2ccccc2)c1	-5	-4	x	x	-1	-15	-18	7	3
CCOC(=O)c1[nH]c(C)c(C(=O)NCc2cccnc2)c1C	-3	-4	0.9	1.1	3	-2	3	-8	-4
Cc1ccc(C(=O)O/N=C2\CC3CCC2(C)C3(C)C)cc1 (stereo unspecified)	0	-14	x	1.1	11	-9	10	8	0
O=C(COc1ccc(Cl)cc1Cl)NNC(=S)Nc1ccc(F)cc1	-3	-9	1.1	x	-5	-17	44	1	3
CCOC(=O)c1ccccc1NC1CC(=O)N(c2ccccc2C)C1=O (stereo unspecified)	-3	-20	1.2	1.1	15	18	-28	12	6
Cc1ccc(/C=C/C(=O)O)cc1S(=O)(=O)NCCO	-3	-5	1	x	8	13	24	4	-4
C=CCNC(=O)c1ccc(N(CC=C)S(C)(=O)=O)cc1	-4	-4	x	1.1	6	-14	-1	-7	0
Nc1nonc1NC(=O)CSc1ncccc1C(=O)O	-4	-6	0.9	1.1	-2	12	15	-3	-7
Cc1[nH]c2ccccc2c1C(=O)COC(=O)C(C)C	0	-10	0.8	x	2	-6	-7	-2	-2
C/C(N)=C(/C#N)C(=O)CSc1nnnn1-c1ccc(C)cc1C	-5	5	1.6	1.2	2	9	-14	6	2
CCOc1ccc(OCc2ccc(C(=O)Nc3cccc(C)n3)o2)cc1	-3	-5	1.3	1.1	10	-1	29	-1	0
O=c1oc(Nc2ccccc2F)nc2ccccc12	-4	-2	1	x	-3	9	-14	0	-6
Cc1ccc(-n2nc3c(c2NC(=O)c2c(-c4ccccc4Cl)noc2C)CSC3)cc1	-9	-6	1.3	1.1	3	3	-18	0	0
COc1cccc(-c2ccc(=O)n(CC(=O)Nc3ccc(C(=O)N4CCCC4)cc3)n2)c1	0	-2	1.7	1.1	4	-35	13	-4	1
COCCN(C(=O)C(F)(F)F)C(C(=O)NC1CCCCC1)c1ccco1 (stereo unspecified)	-8	-14	1	1.1	5	21	-2	6	-1
CCCCNC(=O)C1CC(=O)N(C2CCCCC2)C1 (stereo unspecified)	-3	-14	1.1	1	8	9	4	8	1
Cc1ccc(-c2nc3ccccc3o2)cc1NC(=O)c1ccc2c(c1)OCO2	-4	0	0.9	1.5	3	11	15	-2	1
COc1cc(OC)cc(C(=O)NC2=NCCS2)c1	-8	-2	1.1	1.2	1	-10	-14	-2	0
COC(=O)CNC(=O)c1ccccc1C	-5	-13	0.8	1.2	0	2	17	-2	-3
COc1cccc(-n2c(Cc3cc(=O)[nH]c(=O)[nH]3)nnc2SCC(=O)NC2CCCC2)c1	-5	-6	1.3	1.1	6	0	9	-2	0
CCc1c(C)nc2cc(C)[nH]n2c1=O	-4	-2	0.9	1.1	7	2	-14	-3	-7
COc1ccc(Cc2nnc(SCC(=O)c3cccc([N+](=O)[O-])c3)n2C)cc1	-3	-11	0.9	x	-3	16	-4	-4	1
O=C(Nc1ccccc1SCC1CSc2nc3ccccc3c(=O)n21)c1cccc(Cl)c1 (stereo unspecified)	-1	-9	1	x	5	1	-4	-4	7
CC(C)(C)c1cc2cccnc2n1Cc1cccc(Cl)c1	-5	-13	0.7	x	-12	-3	-6	0	3
Cc1nc2ccc(-c3ccccc3)cc2o1	-4	-5	1	1.2	1	-7	17	-4	2
COc1ccc(C(=O)NCCn2cc(SCC(=O)Nc3cc(C)on3)c3ccccc32)cc1OC	-2	-5	1.1	1	3	-22	-25	-5	2
CCOc1c(OC)cc(C2C(C#N)=C(N)Oc3n[nH]c(-c4ccncc4)c32)cc1OC (stereo unspecified)	-8	1	1.1	1.3	7	7	-26	6	-5
COC(=O)c1sccc1NC(=O)c1ccc(C)s1	1	-1	x	1.3	1	-8	-12	-5	2
CCC(=O)Nc1cc(NC(=O)CSc2nnc(C(C)C)n2CC)ccc1C	1	0	1.5	1.2	9	11	12	12	8
CCOc1ccc(C)cc1S(=O)(=O)Nc1ccc(Cl)cn1	-5	0	1.2	1	16	-21	-12	0	-3
Cc1occc1-c1nnc(SCC(=O)Nc2ccc(F)cc2)n1Cc1ccccc1	-6	0	1.1	1.3	9	10	17	-3	1
COc1ccc(C2CCCN2C(=O)Nc2ccc(C)c(C)c2)cc1OC (stereo unspecified)	-4	-13	1.6	x	7	18	16	5	6
CC(=O)c1c(N2CCC(C(N)=O)CC2)nc(=S)n(-c2ccccc2)c1C	-6	0	1.2	1.1	5	19	-34	-3	-3
CC(=O)c1c(C)[nH]c(C(=O)OCCCCN2C(=O)c3ccccc3C2=O)c1C	-2	-15	1	1	10	63*	17	-3	1
CCOC1(OCC)N=C(N)C2(C#N)C(c3cccc(C)c3)C12C#N (stereo unspecified)	-3	-3	0.7	1.2	2	15	2	2	4
CC(=NCCCn1ccnc1)c1c(O)n(Cc2ccccc2)c(=O)[nH]c1=O	-4	-6	1.7	0.9	12	6	-14	4	0
COC(=O)N(C)CCCC1(C)C(=O)N(C)c2ccc(O)cc21 (stereo unspecified)	-7	-8	1.1	1.1	9	13	-25	-5	0
COc1cccc(N(C(=O)c2ccn[nH]2)C2(C(=O)Nc3c(C)cccc3C)CCCCC2)c1	-5	-6	x	1	13	8	7	7	-3
O=C(OC(C(=O)NCc1cccs1)c1ccc(F)cc1)c1ccco1 (stereo unspecified)	-2	-7	0.9	1.3	2	6	9	-3	-1
CSc1nc(NCC(C)C)nc(N2CCOCC2)n1	0	-3	0.9	1	1	-24	2	-4	0
Cc1ccc(S(=O)(=O)c2nc(NC3CCS(=O)(=O)C3)sc2Cl)cc1 (stereo unspecified)	-5	-19	0.9	1.1	1	-11	-29	-3	1
Cn1ncc(Cl)c1C(=O)Nc1cc(C(F)(F)F)ccc1F	0	-15	x	1	4	-5	22	4	1
COc1ccc(NC(=O)CSc2nnc(-c3ccoc3C)n2CC2CCCO2)cc1 (stereo unspecified)	-6	-7	x	1.3	1	-3	1	-8	1
COc1ccc(-c2nnc(SCC(=O)NCc3ccco3)o2)cc1	-8	-11	1	1.1	2	9	-23	5	-3
CC(C)CCNC(=O)Cn1c(NCCC(C)C)nc2c1c(=O)n(C)c(=O)n2C	-2	-14	x	1	-5	15	25	-4	1
Cn1c(=O)c2c(n(C)c1=O)=NC1(CCCCC1)ON=2	-7	-22	1.2	1	12	8	-11	6	8
Cc1ccc(OCCn2c(C)c(/C=N/n3cnnc3)c3ccccc32)cc1	6	3	1.1	1.2	0	-28	22	-6	-1
O=C(Nc1nccs1)C1(S(=O)(=O)c2ccc(Cl)cc2)CC1	-5	-2	1.1	1.3	0	11	-26	4	5
CCn1c(Cc2ccccc2)nnc1SCC(=O)Nc1nc(C)c(C)s1	-2	-8	1.2	1	5	2	-8	-1	-2
O=C(CSc1ccccc1)NCCCN1CCOCC1	-6	-15	0.8	1.1	9	22	-9	2	1
Cc1ccccc1N(CC(=O)NCC1CCCO1)C(=O)C1(C)CC(=O)N=C2C=CC=CN21 (stereo unspecified)	-4	-12	1	1	9	16	10	5	4
OC1(c2ccc3c(c2)OCO3)CCN(Cc2ccccn2)CC1	-2	-8	1.1	1.1	3	-8	9	-3	-1
NC(=O)Cn1c(=O)n(Cc2ccco2)c(=O)c2c3c(sc21)CCCCC3	-4	-9	1	1.2	-12	-8	-1	-1	10

Whole records, quoted from the list. Screens in order: S1P2 ag, PLK1 inh, PLAP act, MT1-MMP txn act, Rev-RRE block, S1P2 antag, PLK1 PBD inh, EphB4 antag, FAK blocker
Listed for `CCn1c(Cc2ccccc2)nnc1SCC(=O)Nc1nc(C)c(C)s1` → -2, -8, 1.2, 1, 5, 2, -8, -1, -2
Listed for `O=C(Nc1nccs1)C1(S(=O)(=O)c2ccc(Cl)cc2)CC1` → -5, -2, 1.1, 1.3, 0, 11, -26, 4, 5
Listed for `OC1(c2ccc3c(c2)OCO3)CCN(Cc2ccccn2)CC1` → -2, -8, 1.1, 1.1, 3, -8, 9, -3, -1
Listed for `Cc1ccc(OCCn2c(C)c(/C=N/n3cnnc3)c3ccccc32)cc1` → 6, 3, 1.1, 1.2, 0, -28, 22, -6, -1

Next compounds
SMILES	S1P2 ag	PLK1 inh	PLAP act	MT1-MMP txn act	Rev-RRE block	S1P2 antag	PLK1 PBD inh	EphB4 antag	FAK blocker
CCCOc1ccc(C(C)=O)cc1CC(C(N)=O)C(N)=O	-2	-9	0.8	1.1	8	0	4	0	1
COc1ccc(C2(C(=O)NC(C)C)CCCC2)cc1OC	-3	-1	1.5	1.1	3	-6	17	-4	-10
CC1=CCC2C(=O)N(c3cc(C)on3)C(=O)C2C1 (stereo unspecified)	-3	-12	x	1.3	4	-7	4	0	0
CNC(=O)c1nc(C)n(-c2cc(Cl)ccc2Cl)n1	-10	-13	1.2	x	2	-5	7	-6	-4
O=C(NCc1cccnc1)Nc1ccc(F)cc1F	-3	-6	1.2	1.1	5	-5	21	2	-3
Cc1csc(NC(=O)CCn2c(=O)sc3ccccc32)n1	-6	-2	0.8	1.2	0	6	9	4	1
